bCat nuc transl: beta-catenin nuclear translocation modulation. nuclear translocation activity, % at 5 µM. 190,000 tested, 0.3% active. HeLa beta-catenin nuclear translocation, immunofluorescence imaging;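 active = nuclear translocation activity above 50% at 5 µM, with a well cell count of 50 or more; inconclusive = wells under 50 cells across six images, flagged as toxic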;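 also: per-cell ratio of nuclear to cytoplasmic median beta-catenin stain intensity; plate controls were DMSO negative control for no effect and GSK-3 inhibitor IX positive control for full effect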
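Read-out: Nuclear/cytoplasmic beta-catenin signal ratio, % activation | Assay system: Human HeLa cell line | Times: 24 h compound exposure at 37°C, 5% CO2 | Signal: Fluorescence imaging of beta-catenin antibody stain plus DAPI | Dosing: 5 µM primary, 0.02–20 µM confirmation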
ER stress rescue: protection against thapsigargin-triggered cell killing – 384-well, CSM14.1, ATP luminescence, primary screen (AID 1222); one-dose cellular ATP content (survival), % at 20 µM; EC50 in µM for titrated hits; 190,000 tested, under 10 active; CSM14.1 thapsigargin-induced death rescue, ATP luminescence; higher % means a stronger effect;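 active = EC50 below 50 µM in the dose-response confirmation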;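 also: death triggered by thapsigargin at about 15 µM added after 2 h compound pretreatment; cell ATP read after overnight thapsigargin exposure of roughly 18 to 22 hours; normalized against plate controls of thapsigargin alone and 5% DMSO vehicle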
T cell HTS: T cell immune modulators affecting CD8 T cell-vesicle binding. 2C CD8+ T cell-vesicle binding, flow cytometry; hits give low values. calls only at 7 µM. 330,000 tested, 0.068% active. AID 2052;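 active = response, share of CD8 T cells binding vesicles, and their 90th percentile fluorescence all below set limits, cut at about 80% in these data, passing the limit was not always enough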
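Incubation: binding step 1.5 h, 37 °C, antibody labelling 20 min, ice; system: murine 2C transgenic CD8+ T lymphocytes; technique: cytometric PE anti-B7-1 and Alexa647 anti-CD8 signals after 1% paraformaldehyde fixation; also added: QL9-charged Drosophila Ld/ICAM-1/B7-1 vesicles; control set: naked versus QL9-loaded vesicles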
MT stabilizer: stabilizes microtubules in HeLa cells; AID 2205; 200,000 tested, 0.83% active; % tubulin-high responders, % at 10 µM; HeLa tubulin immunostaining HCS, 24 h; share of cells brighter than vehicle mean+2SD;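 active = plate Z-score above 3 for both tubulin-high and condensed-nucleus cell shares, with cell loss under 80%, at 10 µM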;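 also: anti alpha tubulin signal scored within the nucleus-defined area of each cell; some results filed as inactive read as strong as hits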
Dynein cargo inh: blocks dynein driven cargo transport along microtubules; 3617.4 mouse cells, GR-EGFP nuclear translocation imaging; test concentration mostly 20 µM; stimulated with dexamethasone, 1 µM; hits give low values; z-score, hits read low; 220,000 tested, 0.47% active; AID 1381;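 active = plate z-score of nuclear minus cytoplasmic receptor signal below a set negative limit, without overly bright fluorescence or cell loss, cut at about -3.5 in these data, passing the limit was not always enough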;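 also: z-score of nuclear minus cytoplasmic ring GR-EGFP intensity difference per well; some compounds called inactive have numbers as strong as hits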
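Buffer or medium: tet-free, stripped-serum medium; reagent: dexamethasone at 1.0 µM final, 30 min; incubation: 48 h induction, 1 h compound, 30 min dex at 37 °C; measured by: formaldehyde fixation, Hoechst nuclear stain, 10x automated fluorescence imaging; read-out: nuclear-to-cytoplasmic GR-EGFP distribution per well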
Autophagy mod: alters autophagy in cells; MEF GFP-LC3 puncta imaging; test concentration mostly 10 µM; calls only at 10 µM (by protocol); 190,000 tested, 0.98% active; AID 463193;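 active = percentage of spot-positive cells more than 3 SD above its plate mean, without a fluorescence outlier flag or 80% toxicity; inconclusive = no clear call, values can overlap the other calls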;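 also: spot-positive cell cutoff set from DMSO-treated cells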
Insulin prom up: MIN6 insulin promoter up-regulation; AID 1625; MIN6 insulin promoter-GFP reporter, high-content imaging; hits give high values; 190,000 tested, 0.3% active; z-score at 5 µM;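 active = z-score above 3 at 5 µM with at least 500 cells counted in the well; inconclusive = wells under 500 cells, flagged as cytotoxic or low count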
Lipid droplet: hepatic lipid droplet formation modulation; AML12 mouse hepatocytes, oleate lipid droplets, BODIPY imaging; inhibition, % at 6.5 µM; 240,000 tested, 0.4% active;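 active = lipid droplet intensity inhibited by at least 50%, with more than 500 cells counted; inconclusive = wells with under 300 cells, treated as cytotoxic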
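Test system: AML12 hepatocytes (mouse); reagent: oleate loading, 100 µM; dosing: one dose, 6.5 µM compound; incubation: overnight exposure; signal: fluorescence imaging, 20x objective, two fields per well; read-out basis: % inhibition of corrected integrated BODIPY droplet signal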
PhoP inhibition: inhibitors of PhoP regulon expression, primary screen, Salmonella Typhimurium, GFP reporter (AID 1863); S. Typhimurium PhoP-regulated promoter GFP reporter, 4 h; higher % means a stronger effect; inhibition, % at 50 µM, or IC50 in µM where a hit was titrated; 300,000 tested, 0.16% active;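 active = inhibition over 29.93%, a cutoff 3 SD above the screen mean, later confirmed by dose response; inconclusive = inhibition over 29.93% but no dose response follow-up; inactive = inhibition at most 29.93% or unconfirmed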;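 also: 0% = low Mg2+ inducing control and 100% = high Mg2+ repressing control; strong numbers were not always called active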
Dynein cargo inh cytoplasmic EGFP: also measured in Dynein cargo inh; calls as there; z-score; measured here: cytoplasmic GR-EGFP intensity; hits give high values
Dynein cargo inh nuclear GR-EGFP: also measured in Dynein cargo inh; calls as there; z-score; measured here: nuclear GR-EGFP intensity;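 lower value marks the stronger effect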
Dynein cargo inh cell count: also measured in Dynein cargo inh; calls as there; z-score; measured here: cell count per field
Insulin prom up cell count: recorded beside Insulin prom up, whose call it bears; cell count; measured here: cytotoxicity, nuclei count;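 total cells summed across four imaged fields per well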
Lipid droplet cells 6.5 µM: recorded beside Lipid droplet, whose call it bears; cell count; measured here: cell count, cytotoxicity flag;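 cells counted across two imaged fields per well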
bCat nuc transl cell count 5 µM: also measured in bCat nuc transl; calls as there; cell count; measured here: cell count, cytotoxicity flag
T cell HTS vesicle-bound %: second read-out of T cell HTS, no call of its own (marks repeat the call); double positive events, %; measured here: CD8+ vesicle-bound cell fraction;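 binding gate set so that unloaded-vesicle control wells show 10% double positive cells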
MT stabilizer Hoechst-high %: recorded beside MT stabilizer, whose call it bears; % Hoechst-high responders; measured here: nuclear condensation Hoechst responders;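 share of cells brighter than vehicle mean plus two SD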
MT stabilizer cytotoxicity %: recorded beside MT stabilizer, whose call it bears; toxicity, %; measured here: cytotoxicity by cell density;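 0% = mean cell density of plate MIN control wells and 100% = no cells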
Autophagy mod cell loss 18 h: recorded beside Autophagy mod, whose call it bears; toxicity, %; measured here: cell loss, nuclei count;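 cell loss after 18 h compound exposure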
Active calls of the source: *; i = inactive; ? = inconclusive; . = not tested or not shown; + = active, no number.

molecule,bCat nuc transl,bCat nuc transl cell count 5 µM,ER stress rescue,T cell HTS,T cell HTS vesicle-bound %,MT stabilizer,MT stabilizer Hoechst-high %,MT stabilizer cytotoxicity %,Dynein cargo inh,Dynein cargo inh cytoplasmic EGFP,Dynein cargo inh nuclear GR-EGFP,Dynein cargo inh cell count,Autophagy mod,Autophagy mod cell loss 18 h,Insulin prom up,Insulin prom up cell count,Lipid droplet,Lipid droplet cells 6.5 µM,PhoP inhibition
COc1ccc(Br)c(/C=N/NC(=O)COc2ccc(-c3ccccc3)cc2)c1,-0.2,1078,3.8%,i,42,3.5,1.8,4.0,-0.13,-0.19,0.32,0.98,i,-7,1.6,1274,-7,820,-2%
CCOC(=O)CSc1cc(CSc2ccccc2)nc(-c2ccccc2)n1,-3.9,1138,1.9%,i,46,1.0,1.9,3.6,1.6,0.39,0.14,-0.72,i,-4,0.19,1787,-1,660,-6%
CCOC(=O)c1cc(-c2cc(OC)c(OC)c(OC)c2)nc2c1c(=O)[nH]c(=O)n2Cc1ccccc1,-2.0,1171,-1.0%,i,2,i,.,100,-0.46,0.53,0.19,0.04,i,17,-1.5,905,-15,533,2%
CC(C)c1nc(SCC(=O)Nc2ccc3c(c2)OCCO3)c2c(=O)n(C)c(=O)n(C)c2n1,1.6,1120,-0.8%,i,28,22*,24*,48*,0.69,-0.21,0.36,0.076,.,.,-0.5,975,.,.,5%
CC(=O)C1=C(O)C(=O)N(c2cccc(C(=O)O)c2)C1c1ccc(F)cc1 (stereo unspecified),1.4,1106,-3.4%,i,38,4.3,2.9,11,-0.72,-0.13,-0.55,0.34,i,12,-0.44,1330,2,702,-12%
C/C(=N\NC(=O)c1cc(-c2cccs2)nc2ccccc12)c1ccccn1,-2.0,1064,6.7%,i,59,4.1,2.5,23,0.82,-0.34,0.63,-0.45,+,34*,-6.2,613,-52,591,5%
CCNC(=S)N1C2CCC1CC(NC(=O)Nc1ccc(C(=O)OCC)cc1)C2 (stereo unspecified),-3.0,1088,0.1%,i,50,2.3,1.9,6.3,-0.8,-0.19,-0.48,0.3,i,-2,0.38,1149,8,698,2%
Cc1ccc(N(CC(=O)N/N=C/c2cc(C)n(-c3ccccc3C)c2C)S(C)(=O)=O)cc1,1.7,1063,1.3%,i,21,3.3,3.0,14,0.4,-0.24,0.36,-0.11,i,10,-0.33,1380,-4,574,-6%
CN(C)CCN1C(=O)c2oc3ccccc3c(=O)c2C1c1ccc(F)cc1 (stereo unspecified),.,.,-1.0%,i,26,7.7,2.5,12,-0.62,-0.2,0.014,0.27,i,14,-0.28,1248,.,.,6%
CC12CC3CC(C)(C1)CC(C(=O)NCc1ccco1)(C3)C2,0.3,1178,1.4%,i,54,3.6,5.0,4.0,0.91,-0.31,0.61,-0.42,i,7,-0.8,1258,0,680,-1%
Cc1ccc(-c2csc(N3CCC(NS(=O)(=O)c4ccc5c(c4)OCCO5)CC3)n2)cc1,0.7,1361,-4.7%,i,37,3.9,2.7,9.7,-0.97,-0.3,-0.29,-0.58,i,4,-2.3,819,.,.,1%
Cc1ccc(-n2cc(C(=O)c3cc(Cl)ccc3O)cc(C#N)c2=O)cc1,-1.5,1057,2.7%,i,39,3.6,3.0,4.5,-0.26,-0.31,-0.37,0.12,i,-3,0.19,1171,38,662,-2%
CCOC(=O)C1CCCN(CCC(=O)Nc2cccc(F)c2)C1 (stereo unspecified),-1.8,968,0.0%,i,26,2.5,2.2,14,-0.091,-0.14,-0.075,-0.13,i,-15,0.36,1061,.,.,13%
Cc1cc(C(=O)Nc2ccc3c(c2)OCCO3)c2ccccc2n1,-0.8,1130,-3.4%,i,36,1.8,1.3,2.6,-0.44,-0.22,-0.065,0.76,i,23,0.31,1409,12,648,-2%
CCCCCCn1c(CN2CCN(Cc3ccccc3)CC2)nc2c1c(=O)n(C)c(=O)n2C,-1.5,1130,-0.2%,i,20,0.8,1.6,4.2,0.35,-0.017,0.6,0.61,i,-3,0.06,1710,-35,689,18%
COc1ccc(NC(=O)c2cccc(C(=O)Nc3ccc(OC)cc3)n2)cc1,0.1,1555,0.3%,i,31,1.6,1.7,3.1,-0.23,0.57,0.21,0.14,i,15,-0.15,1467,1,673,4%
O=C(C1CCN(Cc2ccccc2)CC1)N1CCCC1,1.4,955,-1.0%,i,29,2.1,2.3,11,0.12,-0.19,0.21,0.72,i,-3,0.18,1198,25,783,12%
O=C(O)CNc1nc(-c2ccccc2)nc2ccccc12,-3.6,1091,0.6%,i,21,2.8,1.6,2.2,-1.3,-0.24,-0.7,0.27,i,-3,0.32,1802,0,691,2%
COCCn1c(C)cc(C2=NNC(=NC3CC3)SC2)c1C,-1.1,1133,-5.5%,i,9,2.2,2.4,20,1.5,-0.0077,0.63,-0.53,i,15,-1.7,1273,-9,744,-4%
CCOC(=O)N1CCN(c2ncnc3c2[nH]c2ccc(F)cc23)CC1,1.1,964,1.0%,i,38,2.6,1.6,9.7,0.17,-0.02,0.5,0.052,i,31,?,.,.,.,8%

molecule,bCat nuc transl,bCat nuc transl cell count 5 µM,ER stress rescue,T cell HTS,T cell HTS vesicle-bound %,MT stabilizer,MT stabilizer Hoechst-high %,MT stabilizer cytotoxicity %,Dynein cargo inh,Dynein cargo inh cytoplasmic EGFP,Dynein cargo inh nuclear GR-EGFP,Dynein cargo inh cell count,Autophagy mod,Autophagy mod cell loss 18 h,Insulin prom up,Insulin prom up cell count,Lipid droplet,Lipid droplet cells 6.5 µM,PhoP inhibition
COCCCNC(=O)CN(c1cc(C(F)(F)F)ccc1Cl)S(C)(=O)=O,1.1,1348,.,i,23,.,.,.,-0.06,-0.22,-0.14,0.47,.,.,0.58,996,14,728,-2%
CCCNS(=O)(=O)c1ccc(OCC(=O)NCc2ccc3c(c2)OCO3)cc1,0.6,1103,0.6%,i,16,4.2,2.3,4.9,-0.71,-0.21,-0.16,0.21,i,1,-0.75,1274,8,805,-3%
CC(=O)N(C)c1ccc(NC(=O)/C=C/c2ccccc2Cl)cc1,1.0,1411,-3.4%,i,19,2.6,1.8,5.7,0.38,-0.22,-0.12,-0.49,i,29,-0.6,1091,.,.,-11%
O=C(CN1CCOCC1)Nc1ccccc1Sc1ccccc1,1.4,995,0.2%,i,33,4.4,3.3,4.8,-0.5,-0.12,-0.59,0.91,i,-2,-1.2,1475,-12,607,0%
Cc1onc(C(=O)/C=C/N(C)C)c1C(=O)Nc1nccs1,-0.4,1378,-0.3%,i,25,1.7,1.6,1.9,0.69,-0.18,0.6,-0.92,i,-2,0.37,1490,.,.,-10%
COc1ccc(CCN(C)Cc2nc(Cc3ccc(OC)c(OC)c3)no2)cc1OC,-1.9,957,0.3%,i,20,4.0,2.5,0.5,0.9,-0.073,0.24,0.18,i,-16,-0.72,1389,-3,759,4%
CCc1nnc2sc(-c3ccc(NC(=O)CSc4ccc(Cl)cc4)cc3)nn12,.,.,.,i,56,5.6,2.9,7.1,0.81,0.63,0.43,0.22,i,1,.,.,.,.,.
O=C(Oc1cccnc1)c1ccco1,1.8,1190,0.7%,i,54,3.6,2.0,8.0,0.24,-0.25,0.23,-0.19,i,-8,0.35,1374,.,.,-4%
COc1cccc(/C(O)=C/C(=O)C(=O)Nc2ccc(S(=O)(=O)NC(C)=O)cc2)c1,-1.5,879,16%,i,46,1.8,2.2,7.0,-0.41,-0.28,-0.42,-0.097,i,13,.,.,-14,577,1%
COC(=O)CC1C(=O)NCCN1C(=O)CSc1nc2ccccc2s1 (stereo unspecified),-4.7,1096,-1.4%,i,61,2.4,1.9,8.3,1.1,-0.34,0.91,-0.38,i,14,0.06,1326,21,689,0%
Cc1ccc(S(=O)(=O)NNc2ccccc2)cc1,2.1,1384,-2.4%,i,3,1.9,1.3,1.8,-0.063,-0.045,-0.25,0.093,i,4,-0.78,1473,.,.,7%
Cc1c(C(=O)NCCc2ccccc2)oc2ccc(S(=O)(=O)N3CCC4(CC3)OCCO4)cc12,0.3,1297,-3.3%,i,31,3.6,1.6,11,1.9,-0.12,1.4,-1,i,1,-0.14,1479,.,.,13%
CCc1nnc(NC(=O)CSc2nnc(-c3ccoc3C)n2-c2ccc(C)cc2)s1,-3.2,1198,-0.4%,i,35,6.4,4.1,6.5,-0.26,-0.19,0.18,-0.19,i,18,0.02,1267,2,749,8%
